Screening data (PubChem)
PNC inhibitor: perinucleolar compartment assembly inhibition; PC3M PTB-GFP, PNC prevalence imaging, 16 h; active compounds read low; activity change (PNC), negative = inhibition, % at 10 µM; actives 3.1% (n = 140,000);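 active means readout at or below -70, meaning at least 70% loss of cells showing the perinucleolar compartment, a nuclear body marking cancer cells; inconclusive means readout between -30 and a set limit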;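 further: plate controls were DMSO wells for no effect and camptothecin positive control wells for full effect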
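Compounds are pinned in duplicate onto adhered PC3M cells stably expressing GFP-tagged PTB and incubated 16 h at 37 C. Cells are then fixed, nuclei stained with Hoechst, and PNC-positive cells counted.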
ALOX15B inhib: blocks human 15-lipoxygenase 2 activity; O15296; purified 15hLO-2, xylenol orange hydroperoxide absorbance; Potency, µM (top dose mostly 57.1 µM), for the others: at the top dose activity change, negative = inhibition, usual class: inhibitors; actives 0.56% (n = 110,000); further: potency means the concentration at half of the fitted maximal effect; nearly all actives have a fitted effect of over 60% in size; many of its hits are not listed in these tables
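Enzyme 50 nM, AA 45 uM, 25 mM Hepes pH 7.5 + 0.01% Triton X-100; cpd preinc 15 min RT, rxn 90 min RT; stop/detect with 200 uM XO + 300 uM Fe(II) in 50 mM H2SO4, 30 min; A573/A405.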
12-hLO inh: blocks human 12-lipoxygenase activity | P18054 | purified 12-hLO, xylenol orange hydroperoxide absorbance | Potency, µM (highest dose often 57.1 µM), for inactives: at the top dose activity change, negative = inhibition, hits mostly inhibitors | actives 0.12% (n = 150,000) | AID 1452; further: potency means the concentration at half of the fitted maximal effect; nearly all actives have a fitted effect of over 55% in size; many of its hits are not listed in these tables
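Purified human 12hLO (150 nM), preincubated 15 min with compound, then 40 uM arachidonic acid for 30 min, room temperature, Hepes pH 7.0 with 0.01% Triton X-100. Hydroperoxide detected by ferrous iron/xylenol orange; 573/405 nm absorbance ratio gives reaction progress.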
IMPase cell inh: membrane-permeable compound that blocks inositol monophosphatase | inhibition (IP1 accumulation), % at 46.1 µM | CHO-M1 cells, IP1 accumulation, HTRF TR-FRET ratio | P97697 | 120,000 tested, under 10 active; active means well fitted curve in the direction sought with a large enough effect in the signal ratio, not every such curve was filed as active; inconclusive means small, poorly fitted or top-dose-only effect, or a change in a side signal; inactive means no such curve, though single readings can be large or run the other way; the % refers to the signal ratio;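 further: cells stimulated with carbachol in lithium chloride buffer; plate controls were DMSO basal wells for no effect and reference inhibitor wells for full effect; higher means more IMPase inhibition seen as more IP1 and lower FRET ratio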
Target sequence (P97697 whole entry, looked up): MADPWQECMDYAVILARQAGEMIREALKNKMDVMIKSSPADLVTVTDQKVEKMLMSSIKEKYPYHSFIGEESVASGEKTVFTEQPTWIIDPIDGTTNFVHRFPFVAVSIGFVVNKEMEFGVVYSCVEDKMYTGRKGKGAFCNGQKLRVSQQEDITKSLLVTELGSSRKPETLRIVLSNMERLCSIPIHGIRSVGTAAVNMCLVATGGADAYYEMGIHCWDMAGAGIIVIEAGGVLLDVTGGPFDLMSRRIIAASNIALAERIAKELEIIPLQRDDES
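Carbachol-driven Gq signalling in CHO-M1 cells (2000/well) generates IP1. Compounds that block IMPase raise IP1 and so reduce the FRET signal from Eu-anti-IP1 and d2-IP1 after a 10 min room-temperature lysis.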
Starred values were filed as active, the others as inactive; ? = inconclusive; . = not tested or not shown; & = joins results of further samples; [ ] = dose if it differs, or a comment. Unless noted, the call rests on the fitted dose curve; in most records, active means well fitted curve in the direction sought with a large enough effect; inconclusive means small, poorly fitted or top-dose-only effect, or another doubt; inactive means no such curve, though single readings can be large; an effect the other way counts as inactive or inconclusive. Unless noted, on the % scale 0 is the no-effect control and ±100 the full control effect. Not all compounds are listed, so the mix of outcomes need not match the whole.

Codes – A = PNC inhibitor; B = ALOX15B inhib; C = 12-hLO inh; D = IMPase cell inh
CCN(CC)c1nc2c(s1)C(=O)NCCC2
  A = 3 | B = -2% | C = -7% | D = 6
CCOc1ccc(S(=O)(=O)Oc2ccc3ccccc3c2)cc1
  A = ? | B = . | C = 2% | D = 6
Cc1ccc(/C=N/N2C(=S)SC(C)(C)C2N(O)C(=O)Nc2ccc([N+](=O)[O-])cc2)cc1 (stereo unspecified)
  A = 36 | B = -9% | C = -1% | D = 4
CNCCCCOc1ccccc1-c1ccccc1
  A = ? | B = . | C = -4% | D = .
Cc1ccc(-c2nn(CC(=O)NCc3cc(-c4nn(C)c(=O)c5ccccc45)ccc3C)c(=O)c3ccccc23)cc1
  A = -20 | B = ? | C = -4% | D = -5
COc1ccc(Cl)cc1NC(=O)CN(C(=O)c1ccco1)C1CCCCC1
  A = 34 | B = -1% | C = -16% | D = 22
N#Cc1cc(-c2ccccc2)nnc1Sc1ccccc1
  A = ? | B = -3% | C = 4% | D = 4
COC(=O)CN1C(=O)C2(C(C#N)=C(N)Oc3cc(C)oc(=O)c32)c2ccccc21 (stereo unspecified)
  A = -28 | B = 3% | C = -4% | D = -1
Cc1nc2c(c(N3CCOCC3)n1)OCC(=O)N2
  A = 11 | B = -2% | C = 2% | D = -1
O=C(Nc1ccc2c(c1)OCO2)c1ccccc1SCC(=O)N1CCCC1
  A = 17 | B = -6% | C = -7% | D = 0
O=C(Nc1ccc(N2CCN(C(=O)c3ccco3)CC2)c(Cl)c1)c1cc2ccccc2o1
  A = ? | B = -13% | C = -11% | D = 21
CCS(=O)(=O)N1Cc2ccccc2CC1C(=O)N1CCN(c2cccc(C)c2C)CC1 (stereo unspecified)
  A = 16 | B = 7% | C = -8% | D = 3
CCN1CN(Cc2ccco2)CNC1=S
  A = -82* | B = . | C = -1% | D = .
CCN1/C(=C/C(=O)c2ccco2)Sc2ccccc21
  A = -4 | B = ? | C = ? | D = -1
COC(=O)C1=C(C(=O)OC)SC2(S1)C(C(=O)OC)=C(C(=O)OC)SC1=C2c2cccc(C)c2NC1(C)C
  A = -7 | B = -14% | C = -7% | D = -2
CCCCNC(=O)CSc1nc2cc3c(cc2c(=O)n1CCCN(CC)CC)OCO3
  A = 54 | B = 9% | C = 4% | D = 10
c1ccc(Oc2nc(NC3CCCCC3)c3[nH]cnc3n2)cc1
  A = . | B = 65%[activator][0.0915 µM] | C = -2%[0.00818 µM] | D = .
CCCC1S/C(=N/N=C/c2ccco2)NC1=O (stereo unspecified)
  A = -12 | B = . | C = -1% | D = .
O=C1c2ccccc2C(=O)N1CCCC(=O)N1CCCc2ccccc21
  A = ? | B = 1% | C = -2% | D = 0
COc1cc(/C=C/C(=O)Nc2nc3ccc(S(=O)(=O)NC(C)C)cc3s2)cc(OC)c1OC
  A = 43 | B = . | C = -6% | D = .
CC(C)CNc1oc(-c2ccco2)nc1C#N
  A = -100* | B = . | C = 0% | D = ?
CCOC(=O)[C@]1(CC(=O)O)CCCC1=O
  A = . | B = 4%[11.4 µM] | C = 6%[11.4 µM] | D = .
COc1cccc(NC(=O)c2nnn(Cc3ccc(Br)cc3F)c2N)c1
  A = ? | B = -4% | C = -6% | D = 4
COc1ccccc1C1C(C(C)=O)=C(C)N=c2s/c(=C\c3cc(OC)c(OC)c(OC)c3)c(=O)n21 (stereo unspecified)
  A = 127 | B = . | C = 3% | D = 2
CCCN(CCC)CCNC(=O)c1cc2c(C)nc3ccccc3c2o1
  A = ? | B = 25% | C = 0% | D = 6

Already shown: entries from further up.
Codes – A = PNC inhibitor; B = ALOX15B inhib; C = 12-hLO inh; D = IMPase cell inh
Cc1nc2c(c(N3CCOCC3)n1)OCC(=O)N2
  A = 11 | B = -2% | C = 2% | D = -1
O=C(Nc1ccc2c(c1)OCO2)c1ccccc1SCC(=O)N1CCCC1
  A = 17 | B = -6% | C = -7% | D = 0
O=C(Nc1ccc(N2CCN(C(=O)c3ccco3)CC2)c(Cl)c1)c1cc2ccccc2o1
  A = ? | B = -13% | C = -11% | D = 21
CCS(=O)(=O)N1Cc2ccccc2CC1C(=O)N1CCN(c2cccc(C)c2C)CC1 (stereo unspecified)
  A = 16 | B = 7% | C = -8% | D = 3
CCN1CN(Cc2ccco2)CNC1=S
  A = -82* | B = . | C = -1% | D = .
CCN1/C(=C/C(=O)c2ccco2)Sc2ccccc21
  A = -4 | B = ? | C = ? | D = -1
COC(=O)C1=C(C(=O)OC)SC2(S1)C(C(=O)OC)=C(C(=O)OC)SC1=C2c2cccc(C)c2NC1(C)C
  A = -7 | B = -14% | C = -7% | D = -2
CCCCNC(=O)CSc1nc2cc3c(cc2c(=O)n1CCCN(CC)CC)OCO3
  A = 54 | B = 9% | C = 4% | D = 10
c1ccc(Oc2nc(NC3CCCCC3)c3[nH]cnc3n2)cc1
  A = . | B = 65%[activator][0.0915 µM] | C = -2%[0.00818 µM] | D = .
CCCC1S/C(=N/N=C/c2ccco2)NC1=O (stereo unspecified)
  A = -12 | B = . | C = -1% | D = .
O=C1c2ccccc2C(=O)N1CCCC(=O)N1CCCc2ccccc21
  A = ? | B = 1% | C = -2% | D = 0
COc1cc(/C=C/C(=O)Nc2nc3ccc(S(=O)(=O)NC(C)C)cc3s2)cc(OC)c1OC
  A = 43 | B = . | C = -6% | D = .
CC(C)CNc1oc(-c2ccco2)nc1C#N
  A = -100* | B = . | C = 0% | D = ?
CCOC(=O)[C@]1(CC(=O)O)CCCC1=O
  A = . | B = 4%[11.4 µM] | C = 6%[11.4 µM] | D = .
COc1cccc(NC(=O)c2nnn(Cc3ccc(Br)cc3F)c2N)c1
  A = ? | B = -4% | C = -6% | D = 4
COc1ccccc1C1C(C(C)=O)=C(C)N=c2s/c(=C\c3cc(OC)c(OC)c(OC)c3)c(=O)n21 (stereo unspecified)
  A = 127 | B = . | C = 3% | D = 2

(list continues)
Codes – A = PNC inhibitor; B = ALOX15B inhib; C = 12-hLO inh; D = IMPase cell inh
COc1ccc(-c2nc3ccc(N4CCCC4)cc3c(=O)[nH]2)cc1OC
  A = ? | B = -25% | C = -5% | D = 5
Cn1c(CSc2nnc(SCc3ccccc3)s2)nc2ccccc21
  A = 27 | B = 49%[activator] | C = -5% | D = -11
Cc1ccc(CSCCNC(=O)c2cccc([N+](=O)[O-])c2)cc1
  A = ? | B = . | C = -5% | D = .
CCn1cc(C(=O)OCC(=O)Nc2ccc(S(=O)(=O)N3CCCC3)cc2)c(=O)c2ccc(C)nc21
  A = 37 | B = 1% | C = -8% | D = 2
C=CCn1c(SCC(=O)Nc2nnc(CC)s2)nnc1-c1cccnc1
  A = 57 | B = 4% | C = 3% | D = -17
Cc1cc(C(=O)OCC(=O)N2CC(=O)Nc3ccccc32)c(C)n1-c1ccccc1
  A = -4 | B = . | C = 2% | D = -1
Cc1[nH]c2ccccc2c1C(=O)COC(=O)C1CC(=O)N(Cc2ccccc2)C1 (stereo unspecified)
  A = 16 | B = -12% | C = 5% | D = ?
Cn1c(=S)c2[nH]c(SCCN3C(=O)c4ccccc4C3=O)nc2n(C)c1=O
  A = . | B = 6%[11.4 µM] | C = -2%[11.4 µM] | D = .
Cc1[nH]c(=O)c(C#N)c(C)c1Br
  A = 12 | B = 0% | C = -2% | D = -8
N#CCCN1CCN(Cn2c3ccccc3c3ccccc32)CC1
  A = 9 | B = 2% | C = -1% | D = 2
COc1cc(OC)c(C2N(c3ccc(Cl)c(Cl)c3)C(=O)C3CCCN32)cc1OC (stereo unspecified)
  A = -9 | B = 1% | C = -4% | D = 2
NC(=O)CSc1nnc(Cc2ccc3c(c2)OCO3)n1C1CCCCC1
  A = -25 | B = 2% | C = 3% | D = -2
CCCSc1nnc(N)s1
  A = 8 | B = . | C = -2% | D = .
O=C(O)[C@H]1CCCN(CCC=C(c2ccccc2)c2ccccc2)C1
  A = . | B = 25%&-5% | C = 3%&-3% | D = -3&3
COc1ccc(Oc2ccc(N/C=C3\CCCC3=O)cc2)cc1
  A = -12 | B = . | C = -6% | D = .
COCCNC(=O)NC(=O)COC(=O)Cc1ccc2c(c1)OCCO2
  A = -16 | B = 3% | C = 4% | D = -8
